MgcRacGAP inhibition: MgcRacGAP GTPase-activating activity inhibitors, confirmation, biochemical, ADP Hunter fluorescence; MgcRacGAP-stimulated Rac1 GTP hydrolysis, ADP Hunter fluorescence; higher % means a stronger effect; GST-tagged Rac1 F28L mutant substrate; AID 624330; inhibition, % at 30 µM; hits with a dose series show IC50 in µM; 340,000 tested, 0.6% active;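 active means first-screen hits whose inhibition reached a set limit at any dose in the follow-up dose series; inconclusive means inhibition above the set first-screen limit but never retested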;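 further: fluorescence reports GDP produced by GAP-driven GTP hydrolysis; strong numbers were not always called active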
Dengue-2 NS5 capping: Dengue-2 NS5 methyltransferase inhibitors, primary screen, biochemical, confirmation dose response (AID 588689); Dengue-2 NS5 methyltransferase capping enzyme assay, biochemical; higher % means a stronger effect; 340,000 tested, 0.3% active; inhibition, % at 25 µM; hits with a dose series show IC50 in µM; in the data active means a potency from the dose series; inconclusive means inhibition above about 29% without an active follow-up result
NTR1 agonist: agonists of NTR1, primary screen, imaging, U2OS cells, beta-arrestin-GFP, high content (AID 493036); P30989; 330,000 tested, 0.17% active; activation, % at 20 µM; NTR1-U2OS beta-arrestin-GFP spot imaging, agonist mode;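 active means activation at or above 40% of the spot to cytoplasm intensity ratio, with at least 20 cells analyzed; inconclusive means wells under 20 cells, flagged as cytotoxic or low count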;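 further: 0% = DMSO without peptide and 100% = 100 nM NTR1 peptide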
Target sequence (P30989 whole entry, looked up): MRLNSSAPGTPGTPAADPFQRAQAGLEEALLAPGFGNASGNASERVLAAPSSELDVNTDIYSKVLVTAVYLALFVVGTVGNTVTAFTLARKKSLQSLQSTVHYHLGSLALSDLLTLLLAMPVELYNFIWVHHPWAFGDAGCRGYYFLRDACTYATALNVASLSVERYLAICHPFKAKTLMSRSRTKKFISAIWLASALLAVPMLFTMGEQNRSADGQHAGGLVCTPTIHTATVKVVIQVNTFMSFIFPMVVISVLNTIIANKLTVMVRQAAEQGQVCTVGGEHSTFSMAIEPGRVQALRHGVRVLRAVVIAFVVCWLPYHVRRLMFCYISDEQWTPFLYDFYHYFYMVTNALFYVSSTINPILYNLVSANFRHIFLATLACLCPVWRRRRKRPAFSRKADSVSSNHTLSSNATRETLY
NTR1 agonist cell count 20 µM: second read-out of NTR1 agonist, no call of its own (marks repeat the call); cell count; measured here: cell count, cytotoxicity flag
Dengue-2 NS5 capping pilot replicate: recorded beside Dengue-2 NS5 capping, whose call it bears; inhibition, %; measured here: pilot screen replicate inhibition
An asterisk follows results filed as active; ? = inconclusive. These rows are one share of the data; count on the stated rates, not on these rows.

Start of the data: the first 6 compounds, to show the layout:
SMILES | MgcRacGAP inhibition | Dengue-2 NS5 capping | NTR1 agonist | NTR1 agonist cell count 20 µM | others
Cc1cc(C)c(NC(=O)COC(=O)C2CCCO2)c(C)c1 (stereo not drawn) | 2% | 7% | -1.0 | 56
COc1ccccc1NS(=O)(=O)c1ccc(C)c(C(=O)NC2=NCCS2)c1 | 6% | 5% | -1.3 | 60
COc1ccccc1-c1sc2cc3c(cc2c1-c1ccc2c(c1)OCO2)OCO3 | -1% | 1% | 1.9 | 54
CC1CCCC(NC(=O)COC(=O)c2n[nH]c3ccccc23)C1C (stereo not drawn) | 2% | -7% | -2.6 | 47
CS(=O)(=O)c1ccc(C(=O)OCC(=O)Nc2cccnc2Cl)cc1[N+](=O)[O-] | 7% | -4% | 0.9 | 49
COc1ccc(SC[C@H](C)CN2CC[C@H](NC(=O)OCc3ccccc3)CCC2=O)cc1 | 3% | 3% | 2.6 | 66

Main list, from the first entry:
SMILES | MgcRacGAP inhibition | Dengue-2 NS5 capping | NTR1 agonist | NTR1 agonist cell count 20 µM | others
Cc1cc(C)c(NC(=O)COC(=O)C2CCCO2)c(C)c1 (stereo not drawn) | 2% | 7% | -1.0 | 56
COc1ccccc1NS(=O)(=O)c1ccc(C)c(C(=O)NC2=NCCS2)c1 | 6% | 5% | -1.3 | 60
COc1ccccc1-c1sc2cc3c(cc2c1-c1ccc2c(c1)OCO2)OCO3 | -1% | 1% | 1.9 | 54
CC1CCCC(NC(=O)COC(=O)c2n[nH]c3ccccc23)C1C (stereo not drawn) | 2% | -7% | -2.6 | 47
CS(=O)(=O)c1ccc(C(=O)OCC(=O)Nc2cccnc2Cl)cc1[N+](=O)[O-] | 7% | -4% | 0.9 | 49
COc1ccc(SC[C@H](C)CN2CC[C@H](NC(=O)OCc3ccccc3)CCC2=O)cc1 | 3% | 3% | 2.6 | 66
COc1ccc(N2CCN(C(=O)CN3c4cccc5cccc(c45)S3(=O)=O)CC2)cc1 | 23% | -7% | 0.2 | 59
NS(=O)(=O)c1ccc(NC(=O)CNC(=O)c2ccc3c(c2)OCO3)cc1 | 9% | 4% | 1.3 | 51
COC(=O)c1ccc(CNC(=O)Cn2cnc3c(SC)nc(N)nc32)cc1 | 4% | -4% | -2.4 | 54 | Dengue-2 NS5 capping pilot replicate=-3.9
CCN(CC(=O)Nc1ccc(NC(C)=O)cc1)C(=O)c1ccc2c(c1)OCO2 | 14% | -2% | -0.2 | 42
CC(OC(=O)c1cccc(-n2cnnn2)c1)C(=O)NC1(C#N)CCCCC1 (stereo not drawn) | 2% | -1% | 0.0 | 93
COc1cc2ccccc2cc1C(=O)N1CCc2ccccc21 | 12% | -2% | 1.9 | 53

A draw from above in order of length of the SMILES, rising:
SMILES | MgcRacGAP inhibition | Dengue-2 NS5 capping | NTR1 agonist | NTR1 agonist cell count 20 µM | others
COc1cc2ccccc2cc1C(=O)N1CCc2ccccc21 | 12% | -2% | 1.9 | 53
COC(=O)c1ccc(CNC(=O)Cn2cnc3c(SC)nc(N)nc32)cc1 | 4% | -4% | -2.4 | 54 | Dengue-2 NS5 capping pilot replicate=-3.9
CC(OC(=O)c1cccc(-n2cnnn2)c1)C(=O)NC1(C#N)CCCCC1 (stereo not drawn) | 2% | -1% | 0.0 | 93

Further entries
SMILES | MgcRacGAP inhibition | Dengue-2 NS5 capping | NTR1 agonist | NTR1 agonist cell count 20 µM | others
COc1ccc(S(=O)(=O)N2CCCCC2)cc1NC(=O)c1cnc(C)cn1 | 0% | -4% | 0.6 | 52
O=C(COC(=O)CNC(=O)c1ccc(Cl)cc1)Nc1ccc(Cl)cn1 | -1% | -6% | -0.6 | 45
COc1ccc(CC(=O)OCC(=O)NC(=O)NC2CCCC2)cc1 | 4% | -3% | 0.1 | 52
CCCCCCN(C(=O)CCCCCN1C(=O)NC(c2ccc([N+](=O)[O-])cc2)C(C(=O)OCc2ccccc2)=C1C)C(C(=O)NCCCC)C1CCCCC1 (stereo not drawn) | 8% | -8% | 1.8 | 49 | Dengue-2 NS5 capping pilot replicate=3.9
COc1ccc(C2(C)NC(=O)N(CC(=O)Nc3ccc4c(c3)CCC4)C2=O)cc1OC (stereo not drawn) | 6% | -6% | 2.8 | 62
O=C(O)c1cccc(-n2sc3ccccc3c2=O)c1 | 30µM* | -2% | 2.3 | 62
O=C(CSc1nc2nn(-c3ccccc3)c(=O)c-2c2n1CCCCC2)c1ccc(O)c(O)c1 | ? | 3% | 4.1 | 59
Cn1nc(C(=O)Nc2ccc(-n3cnnn3)cc2)c2ccccc2c1=O | 0% | -4% | 2.5 | 47
COc1cccc(NC(=O)c2ccccc2NC(=O)c2ccncc2)c1 | 2% | 0% | 1.5 | 64
CC(C)(C)OC(=O)C[C@@H]1C/C=C\C[C@H](CC(=O)N(CCO)Cc2ccccc2)C(=O)NC[C@H](c2ccccc2)OC1=O | 7% | 1% | -0.7 | 56
CCN(CC(=O)Nc1ccccc1C(=O)NC1CC1)Cc1cccs1 | 7% | 0% | -0.3 | 61
Cc1ccc([C@@H]2CC=C(C(=O)O)[C@H](c3ccc(F)cc3)N2S(=O)(=O)c2ccccc2C)cc1 | -4% | 12% | 3.3 | 54 | Dengue-2 NS5 capping pilot replicate=4.9
CC(=O)Nc1ccc(S(=O)(=O)Nc2nc(C)nc3sc(C)c(C)c23)cc1 | 1% | -8% | 1.3 | 72
Cc1ccc(NC(=O)COC(=O)CC2CC3CCC2C3)cc1S(=O)(=O)N1CCOCC1 (stereo not drawn) | -1% | 5% | 3.1 | 58
COc1ccc(S(N)(=O)=O)cc1C(=O)OCC(=O)Nc1sccc1C#N | 3% | -21% | -1.9 | 58
C[C@]12c3[nH]c4ccc(Cl)cc4c3CCN1C(=O)[C@@H](CC(=O)NCCC1=CCCCC1)C[C@@H]2C(=O)N1CCOCC1 | 6% | -5% | 0.4 | 58
O=C(CNC(=O)COc1ccccc1)NCCN1CCOCC1 | 14% | -1% | 3.0 | 60
COC(=O)[C@@]1(Cc2ccccc2)[C@H]2C(=O)N(C)C(=O)[C@H]2[C@H]2CN=C(SCC3CC3)N21 | 2% | -1% | 4.3 | 50 | Dengue-2 NS5 capping pilot replicate=-2.8
Cc1cc(C(=O)NNC(=O)c2cccc([N+](=O)[O-])c2)n[nH]1 | 3% | -1% | -1.9 | 56
COc1ccc(-c2c(-c3cc(OC)cc(OC)c3)n(C)c3ccc(-c4cnc(N)nc4)cc23)cc1 | 5% | -2% | 3.3 | 50
C[C@H]1COC(=O)[C@@H](NC(=O)OCC2c3ccccc3-c3ccccc32)C/C=C\C[C@H](CC(=O)NCCO)C(=O)N1 | 12% | -1% | -1.8 | 52
Cc1nn(-c2cccc(Cl)c2)nc1C(=O)Nc1cccc(C(=O)NC2CC2)c1 | 0% | -4% | 8.9 | 59
O=C(Nc1ccccc1)c1nc[nH]c1C(=O)NCc1ccccc1 | 10% | -3% | 12 | 61
Clc1cccc(-c2ccc3ncnc(NCc4cccnc4)c3c2)c1 | 6% | 4% | 2.0 | 54
NNC(=O)c1cc(S(=O)(=O)N2CCOCC2)c[nH]1 | 1% | -2% | 1.8 | 67
O=C(Nc1ccc(C(F)(F)F)cc1)c1ccccc1 | 1% | -6% | -1.8 | 54
Cc1ccc(S(=O)(=O)N(C)C[C@@H]2Oc3ccc(NC(=O)Nc4cccc5ccccc45)cc3C(=O)N([C@H](C)CO)C[C@H]2C)cc1 | 12% | -7% | 1.3 | 64
Cc1ccc(S(=O)(=O)NCc2ccccc2)cc1C(=O)NC(C)c1ccc(S(N)(=O)=O)cc1 (stereo not drawn) | 1% | -4% | 1.9 | 60
Cc1ccnc(NC(=O)C(Cc2ccccc2)NC(=O)c2ccccc2)c1 (stereo not drawn) | 5% | 0% | -3.2 | 72
CC(C)(CNC(=O)c1cc([N+](=O)[O-])ccc1N1CCC(Cc2ccccc2)CC1)N1CCOCC1 | 8% | -2% | 1.8 | 83
CC(C)(O)CCC(C)(C)O | -1% | -3% | 1.1 | 71
COc1ccc(CNC(=O)COC(=O)/C=C/c2cccc(Cl)c2)cc1 | -3% | -7% | 3.9 | 56
Cc1ccc(C)c(N2N=C(C(=O)Nc3ccc(N4CCOCC4)cc3)CCC2=O)c1 | 6% | 7% | -0.6 | 43
CC(=O)N1CCN(S(=O)(=O)c2ccc3c(c2)OCCO3)CC1 | 3% | 5% | 1.6 | 51
O=C(COC(=O)c1ccccc1Cl)NC1CCCCCC1 | 2% | 0% | 0.8 | 45
COc1ccc(S(=O)(=O)N2CCOCC2)cc1NC(=O)CSc1nnc2n1CCCCC2 | 4% | 4% | 1.2 | 51
CN(CC(=O)Nc1cccc(F)c1)C(=O)COc1ccc2c(c1)CCC2 | 5% | -6% | -0.4 | 48
O=C(COC(=O)CC1CCCC1)Nc1cccc(F)c1 | 6% | -3% | 0.1 | 51
Cc1ccc(NC(=O)CSc2nnnn2C2CCCC2)cc1S(=O)(=O)N1CCOCC1 | 3% | -5% | -1.9 | 63
Cc1noc(C)c1NC(=O)Nc1cccc2c1O[C@@H](CN(C)Cc1ccc3c(c1)OCO3)[C@@H](C)CN([C@H](C)CO)C2=O | 4% | 1% | -1.7 | 54
COc1cc(OC)c2c(-c3cccc(-c4ccc(C#N)cc4)c3)cc(=O)oc2c1 | 8% | 4% | 3.0 | 68 | Dengue-2 NS5 capping pilot replicate=2.1
CC(=O)Nc1ccc(C(=O)CN2C(=O)NC3(CCCCCC3)C2=O)c(F)c1 | 3% | -10% | 0.6 | 53
COc1ccc(Br)cc1CN(C)C(=O)C1=CC=CN2CCS(=O)(=O)N=C12 | -2% | -2% | -0.7 | 49
O=C(Nc1ccccc1N1CCOCC1)c1ccc(N2CCCC2=O)cc1 | 5% | 5% | -0.8 | 61
Cc1noc(C)c1COc1ccccc1C(=O)N1CCN(c2cccc(C(F)(F)F)c2)CC1 | 6% | -6% | 0.2 | 88
CSc1ncccc1C(=O)OCC(=O)N1CCc2ccccc21 | -4% | -6% | 3.2 | 47
O=S(=O)(NCCOc1ccccc1F)c1ccc(Cl)cc1F | 7% | -6% | -0.4 | 70
O=C(CNS(=O)(=O)c1ccc2c(c1)OCCCO2)N1CCN(Cc2ccccc2)CC1 | 9% | 0% | -2.1 | 60
CC(C)(C)[C@@H]1COC(=O)[C@H](Cc2ccc(F)cc2)CC/C=C\C[C@@H](CC(=O)NCCO)C(=O)N1 | 7% | -5% | -0.2 | 55 | Dengue-2 NS5 capping pilot replicate=-4.3
C[C@H](CO)N1C[C@H](C)[C@@H](CN(C)S(C)(=O)=O)Oc2ccc(NC(=O)c3ccncc3)cc2C1=O | 3% | 0% | -1.4 | 32
CCOC(=O)[C@@H]1[C@H]2COc3cc(OC)ccc3[C@H]2N2C(=O)N(c3ccccc3)C(=O)[C@]12C | 8% | 9% | -2.5 | 51
Cc1ccc(NC(=O)COC(=O)C2CC3CCCC(C2)C3=O)c([N+](=O)[O-])c1 (stereo not drawn) | 9% | -7% | 5.0 | 50
COc1ccc(CCC(=O)Nc2ccc(OC)c(S(=O)(=O)N3CCCCC3)c2)cc1OC | 0% | 2% | -2.2 | 43
O=C(CCS(=O)(=O)c1ccccc1F)Nc1ccc(N2CCN(Cc3ccccc3)CC2)cc1 | 0% | -3% | -1.9 | 55
O=C(CCC(=O)c1ccc(Cl)cc1)OCn1nnc2ccccc2c1=O | 1% | -7% | -1.4 | 62
O=C(Nc1cc(C(F)(F)F)ccc1N1CCOCC1)C1CC1 | -2% | -4% | -2.1 | 92
COCCN(C(=O)COC(=O)/C=C/c1cccc(C(F)(F)F)c1)c1c(N)n(CC(C)C)c(=O)[nH]c1=O | 5% | 6% | 0.1 | 57
CC1CC(C)(C)CC2(C1)NC(=O)N(CC(=O)N1CCN(S(=O)(=O)c3cccc(F)c3)CC1)C2=O (stereo not drawn) | 3% | -2% | 1.4 | 64
Cc1ccc(C(=O)COC(=O)COc2ccccc2[N+](=O)[O-])s1 | 7% | 1% | 0.7 | 64
CC(=O)c1ccc(-c2ccc(C(=O)Nc3nc(-c4ccccn4)cs3)o2)cc1 | 9% | 2% | 5.2 | 46

Next part.
SMILES | MgcRacGAP inhibition | Dengue-2 NS5 capping | NTR1 agonist | NTR1 agonist cell count 20 µM | others
CS(=O)(=O)c1ccc(Cl)c(NC(=O)CNC(=O)c2ccc3c(c2)OCO3)c1 | 3% | 12% | -1.3 | 68
CCc1ccc(C(=O)CSc2nnc(C3CC3)n2C2CC2)cc1 | 5% | 4% | 0.9 | 62
Cc1cc(NC(=O)C(C)SCC(=O)NCc2ccc(F)cc2)no1 (stereo not drawn) | -2% | -1% | 1.2 | 50
C[C@H](CO)N1C[C@H](C)[C@@H](CN(C)Cc2ccc(C(=O)O)cc2)Oc2c(NS(=O)(=O)c3cn(C)cn3)cccc2C1=O | 3% | -5% | -2.7 | 53
COc1ccc(S(=O)(=O)N2CCOCC2)cc1NC(=O)C1CCCN1C(=O)c1cccs1 (stereo not drawn) | 4% | -1% | 1.9 | 57
CCCCNC(=O)[C@@](CC)(ONc1ccccc1C(F)(F)F)c1cccc2ccccc12 | 6% | -1% | -0.9 | 64
COc1ccc(CCC(=O)Nc2ccc(S(=O)(=O)Nc3ncccn3)cc2)cc1 | 3% | -7% | 3.7 | 66

Screens: PubChem, several laboratories
